NR1D1 modulator: Rev-erb alpha (human) modulation. P20393. Rev-erbα–FITC-DNA binding, fluorescence polarization, 90 min. activity, % at 10 µM. actives 0.79% (n = 370,000). AID 1259318;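 active = activity above about 14%, limit read from the data; passing the limit was not always enough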;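 also: 0% = DMSO wells with 35 nM protein and 100% = DMSO wells with 750 nM protein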
DDE Tn6 FP inh: DD(E)-Tn6 binding inhibition, primary FP screen; actives 0.21% (n = 370,000); Fibrin DD(E) TRITC-Tn6 fluorescence polarization displacement; inhibition, % at 8.3 µM; P02675;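 active = inhibition above a per-campaign cutoff: mean of compounds within control limits plus 3 SD, cut at about 15% in these data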;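 also: 0% = median of all compound wells on the plate and 100% = blocking peptide control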
PLC-beta3 inh: blocks human PLC-beta3 enzyme activity; actives 0.18% (n = 370,000); Q01970; Purified PLC-beta3, fluorogenic substrate, fluorescence; inhibition, % at 12.2 µM; in the data active = inhibition above about 11%;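 also: 0% = median of compound wells on plate and 100% = full blocker control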
Target sequence (Q01970 whole entry, looked up): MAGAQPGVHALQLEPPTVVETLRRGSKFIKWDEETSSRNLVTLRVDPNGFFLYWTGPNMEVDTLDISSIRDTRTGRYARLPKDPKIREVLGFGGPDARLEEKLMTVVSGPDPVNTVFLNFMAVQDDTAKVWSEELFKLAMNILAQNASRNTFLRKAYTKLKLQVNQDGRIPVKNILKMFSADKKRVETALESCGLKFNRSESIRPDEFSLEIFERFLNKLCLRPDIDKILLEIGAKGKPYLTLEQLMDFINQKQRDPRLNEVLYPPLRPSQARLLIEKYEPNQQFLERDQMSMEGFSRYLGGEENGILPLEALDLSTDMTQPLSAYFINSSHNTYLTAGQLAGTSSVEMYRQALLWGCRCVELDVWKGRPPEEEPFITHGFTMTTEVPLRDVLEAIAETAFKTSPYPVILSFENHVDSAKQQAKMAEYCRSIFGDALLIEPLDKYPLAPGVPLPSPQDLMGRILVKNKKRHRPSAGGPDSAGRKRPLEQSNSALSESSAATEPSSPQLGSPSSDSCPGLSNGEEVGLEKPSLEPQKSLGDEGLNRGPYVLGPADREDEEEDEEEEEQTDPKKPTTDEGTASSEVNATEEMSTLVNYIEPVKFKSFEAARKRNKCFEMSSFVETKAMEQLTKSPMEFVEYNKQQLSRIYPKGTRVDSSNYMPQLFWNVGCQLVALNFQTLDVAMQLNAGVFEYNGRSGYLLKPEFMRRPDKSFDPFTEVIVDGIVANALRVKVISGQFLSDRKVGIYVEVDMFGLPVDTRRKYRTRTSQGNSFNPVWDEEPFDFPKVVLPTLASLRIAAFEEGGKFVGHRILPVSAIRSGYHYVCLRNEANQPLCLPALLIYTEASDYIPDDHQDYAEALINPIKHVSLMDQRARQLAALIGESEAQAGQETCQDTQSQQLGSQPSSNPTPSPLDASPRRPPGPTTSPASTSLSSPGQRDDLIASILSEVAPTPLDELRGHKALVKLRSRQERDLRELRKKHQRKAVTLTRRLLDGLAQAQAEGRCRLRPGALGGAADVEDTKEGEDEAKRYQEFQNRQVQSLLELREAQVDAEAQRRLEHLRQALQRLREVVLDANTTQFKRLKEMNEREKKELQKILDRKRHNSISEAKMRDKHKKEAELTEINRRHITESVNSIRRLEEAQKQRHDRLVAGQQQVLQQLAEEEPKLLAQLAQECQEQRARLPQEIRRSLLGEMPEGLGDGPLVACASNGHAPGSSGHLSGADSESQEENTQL
proKLK7 act: activates the human kallikrein-7 zymogen; actives 0.9% (n = 370,000); AID 652039; purified proKLK7, EDANS-DABCYL substrate fluorescence; 100% is mature enzyme control, 0% vehicle; activation, % at 7 µM;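 active = activation above the mean of all tested compounds plus 3 SD, computed per campaign excluding outliers beyond control limits, cut at about 13% in these data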
PLC-gamma1 inh: inhibitors of human phospholipase C gamma1; P19174; purified PLC-gamma1, fluorogenic substrate, fluorescence; inhibition, % at 12.2 µM; actives 0.84% (n = 370,000); in the data active = inhibition above about 9.5%
UHRF1 MBD2 ctr: UHRF1 methyl-DNA binding inhibition. Q96T88. UHRF1 binding to methylated oligo, TR-FRET. inhibition, % at 4.4 µM. actives 0.75% (n = 370,000). AID 687016; in the data active = inhibition above about 21%;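 also: UHRF1 SRA domain binding a hemimethylated CpG hairpin DNA probe; 0% = median of test compound wells and 100% = reference inhibitor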
DDE Tn7 FP inh: inhibitors of Tn7 peptide binding to human fibrin DD(E). AID 720508. FP displacement of FITC-Tn7 peptide from fibrin DD(E); 0% = median of compound wells per plate. actives 0.13% (n = 370,000). P02675. inhibition, % at 8.3 µM;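 active = inhibition above the mean of compounds falling within the control limits plus 3 SD of them, cut at about 14% in these data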;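 also: 0% = plate median of compound wells and 100% = 10 µM Aha-Tn7 peptide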
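system = human fibrin DD(E) protein | quantity = DD(E) 2 µM final | medium = Tris/NaCl/CaCl2 buffer, pH 7.8 | also added = labelled Tn7 tracer, 0.1 µM | compound dosing = single point at 8.3 µM | timing = compound with protein 10 min, then 3 h after probe, room temperature | signal = FP measurement | benchmarks = Aha-Tn7 high control | repeats = one replicate per compound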
ASAP1 GAP inh: inhibitors of human ASAP1 ArfGAP activity. Q9ULH1. ASAP1-stimulated ARF1 GTP hydrolysis, GDP FP detection. inhibition, % at 16.5 µM. actives 0.19% (n = 360,000). AID 624377; in the data active = inhibition above about 25%;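 also: 0% = vehicle with enzyme and substrate and 100% = no enzyme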
ARFGAP1 inh: rat ARFGAP1 inhibition; actives 0.26% (n = 360,000); Arfgap1-stimulated ARF1 GTP hydrolysis, GDP FP detection; Q62848; inhibition, % at 16.5 µM;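 active = inhibition above a per-plate limit, mean inhibition of low control wells plus 3 SD, cut at about 25% in these data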;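 also: 0% = DMSO wells with enzyme and 100% = wells lacking Arfgap1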
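Repeats: one replicate per compound; assay system: rat Arfgap1 catalytic domain, aa 1-136; times: enzyme reaction 120 min at 25 °C after 20 min preincubation; detection: FP of antibody-bound GDP Alexa 633 tracer, ex 620/em 688 nm; benchmarks: high control wells lacking Arfgap1, low control full reaction with DMSO; reagent: human ARF1(Δ1-17)-GTP substrate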
sPLA2-III inh: Blocks human group III sPLA2 activity. Q9NZ20. QFRET BODIPY PC-A2 liposome hydrolysis, fluorescence. inhibition, % at 12.2 µM. actives 0.56% (n = 370,000). AID 743126;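 active = inhibition above mean plus 3 SD of compounds lying within the high and low control bounds, cut at about 19% in these data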;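 also: 0% = median of test compound wells and 100% = no enzyme DMSO wells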
The depositor's hits bear a star; i = inactive; x = not tested or not shown.

mol | NR1D1 modulator | DDE Tn6 FP inh | PLC-beta3 inh | proKLK7 act | PLC-gamma1 inh | UHRF1 MBD2 ctr | DDE Tn7 FP inh | ASAP1 GAP inh | ARFGAP1 inh | sPLA2-III inh
COc1cc(NC(=O)COC(=O)/C=C/c2ccc(OC)c(OC)c2)cc(OC)c1 | -7 | -1 | -75 | -0.7 | -53 | -4 | 6 | -7 | 8 | -15
O=C(O)CC1SC(=Nc2ccccc2)N(c2ccccc2)C1=O (stereo unspecified) | -5 | -8 | 0 | -0.5 | 3 | 3 | -4 | 7 | -2 | 0
COCCN(C(=O)CSc1nn(-c2ccc(F)cc2)c(=S)s1)c1c(N)n(CC(C)C)c(=O)[nH]c1=O | 5 | 0 | 5 | 1.4 | -1 | 2 | -8 | 12 | 6 | 3
Cc1ccc(-n2nnc(-c3cc4ccccc4n3C)n2)cc1 | 18 | -4 | -16 | 0.0 | -11 | -4 | 3 | 1 | 7 | 1
COc1ccccc1CN(C)C(=O)CN1CCN(S(=O)(=O)c2ccc3c(c2)OCCCO3)CC1 | -2 | -4 | 1 | 0.8 | 1 | -1 | 0 | 7 | -6 | -9
CCOCCCNc1ccc(N2C(=O)CCCC2=O)cc1[N+](=O)[O-] | -1 | -1 | 0 | 0.2 | 1 | -8 | -10 | 10 | -2 | 2
O=[N+]([O-])c1cccc(N/N=C/c2cccc(O)c2O)c1 | -4 | -11 | -3 | -0.8 | 2 | -2 | -5 | -3 | -9 | 9
C[C@]12CC[C@@H]3c4ccc(O[C@@H]5O[C@H](C(=O)O)[C@@H](O)[C@H](O)[C@H]5O)cc4CC[C@H]3[C@@H]1C[C@@H](O)[C@@H]2O | -5 | -4 | -6 | 0.1 | -5 | -2 | -4 | 2 | 9 | -2
O=C(Cc1ccccc1)NNC(=S)NC(=O)c1cccnc1 | -3 | 0 | -9 | 0.3 | 0 | -3 | 2 | -2 | 0 | -3
COCCn1c(SC2CCOC2=O)nc2ccccc2c1=O (stereo unspecified) | 4 | -3 | -7 | 0.1 | 1 | -2 | 0 | 15 | -6 | 0
CCCc1nc2ccc(C)cn2c1Cc1ccccc1 | -4 | -3 | -13 | 0.1 | -10 | 21 | -3 | 19 | 9 | 0
C[C@@H]1Cc2[nH][nH]c(=O)c2[C@H](C)O1 | 3 | 5 | 0 | 6.0 | 1 | -4 | -1 | -7 | 1 | 4
CCOC(=O)c1c(CN(C)C)n(-c2ccccc2)c2cc(Br)c(OC)cc12 | 2 | 8 | 4 | 0.2 | 3 | 5 | 5 | 4 | -10 | -1
CCN(CC(=O)Nc1ccccc1C(F)(F)F)C(=O)Cc1cccs1 | 1 | -1 | -2 | 0.0 | 4 | 3 | -5 | -7 | 5 | -2
FC(F)(F)c1ccccc1Cc1c(-c2ccc(Cl)cc2)nc2ccc(Br)cn12 | -2 | 9 | -12 | -0.4 | -8 | 3 | 6 | 2 | -3 | -9
O=C(c1ccc(Br)cc1)N1CCC(C(=O)N2CCN(c3ccccc3)CC2)CC1 | 0 | 7 | -6 | -0.1 | -1 | 0 | 3 | -8 | 6 | 2
O=C(CCN1CCN2CCCC2C1)N1c2ccccc2Sc2ccc(Cl)cc21 (stereo unspecified) | 3 | -6 | -2 | -0.1 | 3 | -3 | 6 | -9 | -2 | -6
Cc1sc(NC(=S)NC(=O)c2ccccc2)c(C#N)c1C | 4 | 3 | 1 | 0.2 | 5 | 3 | -3 | 0 | 7 | 4
CCN(CC)S(=O)(=O)c1ccc(C(=O)Nc2ccc(OCC(=O)N3CCOCC3)cc2)cc1 | 2 | 6 | 2 | -0.1 | -3 | 0 | 7 | 0 | 5 | -6
COC(=O)C[C@H]1C=C[C@@H](NC(=O)NC2CCCCC2)[C@@H](CO)O1 | -2 | 9 | 2 | -0.3 | -1 | 2 | 6 | 1 | -10 | 1
NC(=O)C1(N2CCCCC2)CCN(CC(=O)Nc2ccc(Oc3ccccc3)cc2)CC1 | 8 | -3 | 3 | 1.2 | 0 | 3 | -11 | 7 | 5 | -4
CCn1c(CSCc2ccc(C)cc2)n[nH]c1=S | 3 | -3 | -6 | -0.8 | 1 | 4 | -3 | 1 | 11 | 30*
O=C(Nc1ccccc1N1CCOCC1)c1cccc(S(=O)(=O)Nc2ccccc2F)c1 | -5 | 5 | -5 | -0.1 | 3 | 2 | 8 | -7 | 0 | -30
CCCCOc1ccc(C(=O)Oc2ccc(C)nc2)cc1 | 0 | -5 | 4 | -0.9 | 0 | 2 | 4 | -4 | -7 | -2
O=C1NC2(CCCCC2)N=C1c1ccc(F)cc1 | 1 | -7 | -1 | 0.0 | 7 | 4 | 5 | 4 | 2 | 7
Cn1nc(Cc2cccc3ccccc23)c(C#N)c1N | 2 | -2 | 0 | -0.1 | -1 | -1 | 0 | 14 | -1 | 2
Cc1ccccc1CS(=O)(=O)Cc1ccc(C(=O)NCc2ccccn2)o1 | 4 | 10 | -2 | -0.7 | 0 | -1 | 2 | -11 | 3 | -3
Cc1cc2c(cc1C)CSC(c1ccc3ccccc3c1O)SC2 | 5 | -1 | -7 | -4.7 | -5 | 2 | -2 | 1 | 3 | -17
CCN(CC(=O)NCc1ccc(Cl)cc1)C(=O)c1sccc1C | -4 | -3 | -10 | 0.6 | 4 | 1 | -4 | 6 | -7 | -5
O=C(CN1C(=O)NC2NC(=O)NC21)NC1CCCCC1 (stereo unspecified) | 6 | -3 | -3 | 0.0 | 1 | -2 | -5 | 2 | 12 | -6
CN(C)CCCN(C(=O)c1cccc(N2C(=O)CCC2=O)c1)c1nc2cc3c(cc2s1)OCO3 | -2 | 3 | -7 | -0.4 | 1 | 3 | -1 | 2 | 11 | 10
Cc1cccc(NC(=O)c2ncn3c2C(=O)N[C@@H](C)C3)c1 | -6 | 3 | 1 | 0.4 | -4 | -2 | 4 | -1 | 10 | -4
COC(=O)c1cccc(N(C(=O)c2cnccn2)C(C(=O)NCc2ccccc2)c2ccco2)c1 (stereo unspecified) | 3 | 2 | -1 | -0.1 | -1 | 5 | 2 | 10 | -2 | -8
CC(OC(=O)c1cccnc1)C(=O)Nc1ccc2c(c1)OCO2 (stereo unspecified) | -3 | 0 | 0 | -0.4 | 2 | -2 | -4 | 7 | -5 | 1
CCc1nc2ccc(C(=O)NCCNC(C)=O)cn2c1N(CC)Cc1cccc(Br)c1 | 2 | 1 | -7 | -0.1 | -2 | 0 | -8 | 10 | -6 | 8
COc1ccc(-c2nc3ccc(N4CCN(C)CC4)cc3c(=O)[nH]2)cc1 | -1 | 0 | -364 | 14* | -321 | -2 | 3 | 2 | 9 | 0
COCCCNC(=O)Cc1ccccc1OC | -5 | 2 | 0 | -0.4 | 3 | 3 | 6 | 1 | -1 | 7
COc1ccc(-c2c(C)nn3c(-c4ccccc4)cc(C)nc23)cc1 | -4 | 0 | -2 | -0.1 | -1 | 2 | 7 | -4 | -19 | 12
CCC(=O)NC(=S)Nc1ccc(NC(=O)c2ccc(OC)cc2)cc1 | 3 | 3 | 5 | 0.0 | 8 | 0 | -3 | -1 | 9 | 8
CCOC(=O)N1CCN(C(=O)c2ccc3c(c2)N(Cc2ccc(F)cc2)CCS3)CC1 | 4 | -3 | i | 9.0 | i | 0 | 5 | 1 | 4 | -3
COc1ccc(S(=O)(=O)CC(=O)Nc2nnc(C(F)(F)F)s2)cc1 | -7 | -4 | -5 | 0.1 | 0 | -2 | 3 | -12 | -1 | -11
Cc1ccc(S(=O)(=O)N2[C@@H](c3ccc(C(C)(C)C)cc3)C(C(=O)O)=CC[C@H]2c2ccc(C(C)C)cc2)cc1 | -29 | 7 | -3 | -0.3 | -4 | -1 | -3 | -14 | -41 | -33
COc1ccc(-n2c(C)c3c(OC)cccc(=O)c3c2C)cc1 | -2 | -2 | -20 | -1.0 | -5 | -4 | 1 | -1 | -1 | 11
O=[N+]([O-])c1cccc(-c2csc(Nc3ccccc3)n2)c1 | -2 | 0 | 0 | -0.3 | 3 | 4 | -5 | 8 | 5 | -9
Cc1ccc(C(=O)C2=C(O)C(=O)N(c3ncccn3)C2c2ccccc2F)o1 (stereo unspecified) | -1 | 10 | -102 | -0.2 | -68 | 3 | 8 | -3 | -4 | -13
Cc1cc(S(=O)(=O)Nc2nc(CN3CCOCC3)nc3sc4c(c23)CCC4)ccc1F | -8 | 7 | -51 | -1.2 | -40 | 1 | 1 | -1 | -12 | -11
Fc1cccc2sc(N3CCCC3)nc12 | -5 | 3 | 1 | 0.1 | 2 | 1 | 6 | -2 | -6 | -1
COC(C(=O)Nc1ccnn1C1CCN(C(=O)c2ccc(C)cc2)CC1)c1ccccc1 (stereo unspecified) | 11 | 7 | -5 | 0.0 | 1 | -1 | -6 | -5 | -6 | -5
COC(=O)c1ccc(COC(=O)c2ccc(CS(=O)(=O)c3ccc(C)cc3)cc2)cc1 | -9 | -8 | 3 | 0.2 | 7 | 0 | 4 | 4 | -11 | -1
C=CCN1C(=O)[C@@H](CC(=O)NCC23CC4CC(CC(C4)C2)C3)[C@]2(C(=O)OCC)CCCCC/C=C/12 | 10 | 4 | -2 | 0.0 | 3 | 1 | 7 | x | x | -6

Individual results from the list.
PLC-beta3 inh, COCCN(C(=O)CSc1nn(-c2ccc(F)cc2)c(=S)s1)c1c(N)n(CC(C)C)c(=O)[nH]c1=O reads 5
UHRF1 MBD2 ctr, O=[N+]([O-])c1cccc(-c2csc(Nc3ccccc3)n2)c1 reads 4

(more compounds)
mol | NR1D1 modulator | DDE Tn6 FP inh | PLC-beta3 inh | proKLK7 act | PLC-gamma1 inh | UHRF1 MBD2 ctr | DDE Tn7 FP inh | ASAP1 GAP inh | ARFGAP1 inh | sPLA2-III inh
CCOC(=O)C1(Cc2ccccc2)C(=O)N(CCCN(C)C)c2ccccc21 (stereo unspecified) | -5 | 3 | -8 | -0.6 | 3 | -1 | -6 | -20 | -5 | -15
O=C(N/C(=C/c1ccc(F)cc1)C(=O)N1CCCCC1)c1ccco1 | -1 | 6 | -6 | 0.1 | 0 | -2 | 4 | -9 | 5 | 4
COc1ccc(Nc2nc3ccccc3n2C)cc1 | 4 | 6 | -1 | -1.0 | 7 | 3 | 5 | 17 | 6 | 5
O=[N+]([O-])c1cccc(C(=S)N2CCCC2)c1 | 3 | 6 | 10 | 0.4 | 6 | 1 | 0 | 14 | 12 | 11
COc1ccc(F)cc1S(=O)(=O)N1CCCC(C)C1 (stereo unspecified) | 0 | 1 | 1 | -0.1 | -2 | -2 | -1 | 6 | 8 | 0
COC(=O)c1ccc(Oc2cc(C)nc(-n3nc(C)cc3C)n2)cc1 | 1 | -3 | 1 | 0.3 | -1 | -2 | 2 | 10 | -5 | -2
